# L3MBTL1 block: qHTS Assay for the Inhibitors of L3MBTL1; AlphaScreen L3MBTL1–H3K9me1 peptide binding; Lethal(3)malignant brain tumor-like protein 1 (Homo sapiens), Q9Y468; actives 0.66% (n = 230,000); Potency, µM (top dose mostly 57.1 µM), without a hit: at the top dose activity, negative = inhibition, hits mostly inhibitors; active = well fitted inhibition curve with a large enough effect; inconclusive = small, poorly fitted or top-dose-only effect; inactive = no such curve, though single readings can be large or run the other way; also: nearly all actives have a fitted effect of over 60% in size
# Target sequence (Q9Y468 whole entry, looked up): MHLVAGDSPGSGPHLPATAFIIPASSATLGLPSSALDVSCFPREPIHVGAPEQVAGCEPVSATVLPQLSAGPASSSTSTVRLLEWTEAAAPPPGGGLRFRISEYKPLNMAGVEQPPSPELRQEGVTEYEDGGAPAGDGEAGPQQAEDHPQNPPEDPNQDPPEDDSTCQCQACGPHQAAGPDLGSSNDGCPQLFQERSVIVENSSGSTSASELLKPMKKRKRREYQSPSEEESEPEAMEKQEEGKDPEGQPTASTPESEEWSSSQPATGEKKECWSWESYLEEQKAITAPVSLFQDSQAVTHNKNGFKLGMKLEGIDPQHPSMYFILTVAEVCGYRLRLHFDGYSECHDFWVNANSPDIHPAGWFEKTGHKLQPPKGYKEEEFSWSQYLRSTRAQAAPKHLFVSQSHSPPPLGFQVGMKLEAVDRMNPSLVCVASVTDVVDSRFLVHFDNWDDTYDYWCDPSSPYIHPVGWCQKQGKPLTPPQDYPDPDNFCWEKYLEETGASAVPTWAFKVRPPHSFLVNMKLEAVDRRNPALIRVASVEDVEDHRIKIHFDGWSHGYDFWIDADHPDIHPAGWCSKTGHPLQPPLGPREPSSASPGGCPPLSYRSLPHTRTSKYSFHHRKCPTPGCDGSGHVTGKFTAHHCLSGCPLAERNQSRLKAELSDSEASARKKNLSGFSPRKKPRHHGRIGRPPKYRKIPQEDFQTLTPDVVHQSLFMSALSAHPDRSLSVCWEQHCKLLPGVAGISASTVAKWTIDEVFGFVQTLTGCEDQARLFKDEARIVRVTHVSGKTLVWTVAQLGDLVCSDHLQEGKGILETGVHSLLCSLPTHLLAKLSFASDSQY
#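 First, the protein-peptide complex forms for 30 min at room temperature (L3MBTL1 50 nM, biotinylated H3K9me1 peptide 75 nM). Next, compounds are pin-transferred and incubated 30 min. Finally, AlphaScreen beads are added and read after 30 min.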
# Starred values were filed as active, the others as inactive; ? = inconclusive; [ ] = remark or other dose. % is scaled to controls: 0 for no effect and ±100 for the full control effect; potency is read from the fitted curve at half-maximal effect. These rows are one share of the data; rates above refer to the full screens.
compound	L3MBTL1 block
NS(=O)(=O)c1ccc(CCNC(=O)c2ccc(Cl)c(S(=O)(=O)NCc3ccco3)c2)cc1	-10%
CCc1ccccc1NS(=O)(=O)c1cc2c3c(c1)CCN3C(=O)CC2	-3%
Cc1ccc(S(=O)(=O)N(C)CC(=O)NCC(c2ccc(F)cc2)N2CCOCC2)cc1 (stereo not drawn)	-4%
Fc1ccc(-[n+]2nc(Nc3ccccc3)sc2-c2c(Cl)cccc2Cl)cc1	?
Cc1ccc(-n2ncc3c(=O)n(CC(N)=O)cnc32)cc1	0%
COC(=O)C1CCN(C(=O)CSc2nnc(-c3ccccc3)o2)CC1	0%
COc1ccc2[nH]c3c(c2c1)CCN1C(=O)C(CC(=O)NCC24CC5CC(CC(C5)C2)C4)C[C@H](C(=O)N(C(C)C)C(C)C)[C@@]31C (stereo partly drawn)	-16%
COc1cc(C(=O)NCC(c2ccc(F)cc2)N2CCOCC2)ccc1OCc1ccccc1Cl (stereo not drawn)	-5%
CCOc1ccc2nc(N3C(=O)C(O)=C(C(=O)c4ccco4)C3c3ccco3)sc2c1 (stereo not drawn)	?
CCc1ccccc1OCC(=O)NNCC(=O)Nc1cccc(C#N)c1	2%

# 2 successive compounds already listed, for reference:
compound	L3MBTL1 block
Fc1ccc(-[n+]2nc(Nc3ccccc3)sc2-c2c(Cl)cccc2Cl)cc1	?
Cc1ccc(-n2ncc3c(=O)n(CC(N)=O)cnc32)cc1	0%

# Going on with the list:
compound	L3MBTL1 block
COc1ccc(CCNC(=O)COC(=O)Cc2ccccc2[N+](=O)[O-])cc1	4%
CC(C)C(=O)Nc1ccc(Cl)cc1-c1nc2ccccc2[nH]c1=O	-3%[2.29 µM]
Cc1ccc(NC(=O)COC(=O)C2=NN(c3ccccc3)C(=O)CC2)c(Br)c1	9%
O=C(CSc1nnc(-c2ccccc2F)o1)N1CCNC1=O	-1%
Cn1c2cc(B(O)O)sc2c2cnn(Cc3c(F)cccc3Cl)c(=O)c21	5%
O=C(NCCc1ccc(F)cc1)c1ccc(NS(=O)(=O)c2ccc3[nH]c(=O)[nH]c3c2)cc1	2%
CCOc1ccccc1-n1nnnc1SCC(=O)NC(=O)Cc1ccccc1	9%
CCOc1ccc(C(=O)N2CCc3ccccc32)cc1OCC	2%
Cc1ccc(-n2nnnc2SCC(=O)NCC2CCCO2)cc1C (stereo not drawn)	-2%
COc1ccc(/C=C/C(=O)OCC(=O)NC2CCCC2)cc1	-1%
COc1ccccc1CNC(=O)CCNS(=O)(=O)/C=C/c1ccc(C)cc1	1%
CCCN(C(=O)CSc1nnc2ccccn12)C1CCS(=O)(=O)C1 (stereo not drawn)	-8%
COc1cc(C(=O)Nc2ccc(Nc3ccccc3)cc2)cc(OC)c1OC	-19%
C[C@H](CO)N1C[C@H](C)[C@@H](CN(C)S(=O)(=O)c2ccccc2)Oc2ccc(NC(=O)CCN3CCOCC3)cc2C1=O	-2%
CCOC(=O)c1sc(NC(=O)CC2OC(=O)c3ccccc32)nc1C (stereo not drawn)	-5%
CCN(CC(=O)Nc1cccc(OC)c1)CC(=O)Nc1cccc2ccccc12	-1%
COc1ccc(NC(=O)c2nc3nccc(C)n3n2)cc1S(=O)(=O)N1CCOCC1	-24%
O=C(CN1C(=O)NC2(CCCC2)C1=O)OCCOc1cccc(Cl)c1	-2%
CCC(C)Sc1ccc([C@H]2N[C@@](Cc3ccccc3)(C(=O)OC)[C@H]3C(=O)N(C)C(=O)[C@@H]23)cc1 (stereo partly drawn)	-2%
COC(=O)c1cc(S(=O)(=O)Nc2cc(OC)cc(OC)c2)cn1C	2%
NS(=O)(=O)c1ccc(NC(=O)c2ccc(S(=O)(=O)N3CCCCCC3)cc2)cc1	-4%
O=C(CNC(=O)c1ccc2c(c1)OCO2)NCCOc1ccc(Cl)cc1	4%
CSc1ncccc1C(=O)OCC(=O)NCCCc1ccccc1	0%
Cc1cc(C)c(S(=O)(=O)Nc2ccc(O)c(Sc3ncn[nH]3)c2)cc1C	-3%
CC(=O)Nc1ccc(Nc2nnc(-c3ccc(C)c(S(=O)(=O)NCCO)c3)c3ccccc23)cc1	-3%
CCCNC(=O)C(Cc1cccc(C#N)c1)NC(=O)c1ccc(C#N)cc1 (stereo not drawn)	3%
O=C(Cn1nnc(-c2ccccc2Cl)n1)Nc1cccc(S(=O)(=O)N2CCCC2)c1	-4%
CC(C)c1cccc(C(C)C)c1OC(=O)[C@H]1OC(C(C)(C)C)=C[C@@H]1c1ccccc1	5%
O=C(Nc1cccc(Cl)c1)c1ccccc1NC(=O)C1CCCCC1C(=O)O (stereo not drawn)	-6%
CN(CC(=O)Nc1ccccc1C(=O)NC1CC1)Cc1ccc(N(C)C)cc1	-1%
CC(C)(Oc1ccc(Cl)cc1)C(=O)Nc1c2c(nn1C(C)(C)C)CS(=O)(=O)C2	4%
CCN(c1ccc(NC(=O)CSCc2c(C)noc2C)cc1)C(C)C	-17%
COc1cc(C(=O)OCC(=O)NC(=O)NC2CCCCC2)cc(Cl)c1OC	-2%
O=C(Cc1ccccc1)Nc1ccc(NC(=O)c2ccc(Br)cc2)cc1	-2%
CC(C#N)(NC(=O)CN1CCN(S(=O)(=O)c2ccccc2C#N)CC1)C1CC1 (stereo not drawn)	0%
O=C(COC(=O)c1ccc(OC(F)F)cc1)NC(=O)NC1CCCC1	3%
O=C1OC[C@H]2CCCN2C(=O)[C@@H](CC(=O)N(CCO)Cc2ccccc2)C/C=C\CC[C@@H]1Cc1ccc(F)cc1	-1%
COc1ccccc1N1CCN(/N=C/c2ccc(O)cc2O)CC1	-17%
CCCCn1c(N)c(N(CCC(C)C)C(=O)c2cccc(-n3cnnn3)c2)c(=O)[nH]c1=O	5%
O=C(NCc1ccncc1)c1ccc(S(=O)(=O)Nc2ccccc2)cc1	5%
COc1ccccc1-n1nnnc1SC(C)C(=O)NC1CCCC1 (stereo not drawn)	8%
O=C(COC(=O)c1ccccn1)NNC(=O)c1ccc(Br)cc1	-4%
COc1ccccc1N1CCN(C(=O)CSc2nc3ccccc3nc2N2CCCCC2)CC1	7%
Cc1cc(C)c(NC(=O)CNC(=O)COC(=O)CNC(=O)c2ccc(Cl)cc2Cl)c(C)c1	2%
O=C1N[C@@H](Cc2ccccc2)C(=O)N2[C@H]1C[C@]1([C@]34C[C@H]5C(=O)N[C@@H](Cc6ccccc6)C(=O)N5[C@H]3N(S(=O)(=O)c3ccccc3)c3ccccc34)c3ccccc3N(S(=O)(=O)c3ccccc3)[C@H]21	1%
O=C(CCOc1ccccc1)Nc1ccc(Cl)c(S(=O)(=O)N2CCOCC2)c1	1%
COc1ccc(-c2cn(CCO)c(CCN)n2)cc1	-3%
COCCN(CC1CCCN(C2Cc3ccccc3C2)C1)C(=O)CSC (stereo not drawn)	1%
Cc1cc(C(F)(F)F)nc(SCCN2CCCCC2)c1C#N	-5%
CC(C)(C)OC(=O)N1CCC(NC(=O)c2nc[nH]c2C(=O)N2CCc3ccccc3C2)CC1	-18%

# Individual results from above.
# Cc1ccc(S(=O)(=O)N(C)CC(=O)NCC(c2ccc(F)cc2)N2CCOCC2)cc1 (stereo not drawn) – L3MBTL1 block = -4%
# CCCCn1c(N)c(N(CCC(C)C)C(=O)c2cccc(-n3cnnn3)c2)c(=O)[nH]c1=O – L3MBTL1 block = 5%
# CCOc1ccccc1-n1nnnc1SCC(=O)NC(=O)Cc1ccccc1 – L3MBTL1 block = 9%
# COc1ccccc1N1CCN(/N=C/c2ccc(O)cc2O)CC1 – L3MBTL1 block = -17%
# CC(C)C(=O)Nc1ccc(Cl)cc1-c1nc2ccccc2[nH]c1=O – L3MBTL1 block = -3%[2.29 µM]

# More compounds.
compound	L3MBTL1 block
CCCn1c(N)c(C(=O)CN(C)CC(=O)Nc2ccc(F)cc2)c(=O)[nH]c1=O	-1%
O=c1c2ccccc2oc2cc(-c3ccc(CN4CCOCC4)cc3)ccc12	-9%
Cc1cccc(NS(=O)(=O)c2ccc(C(=O)N3CCCCCC3)cc2)c1C	5%
COC(=O)c1ccc(NC(=O)CNC(=O)c2sc3ccccc3c2Cl)cc1	-5%
O=C(Cc1ccc(S(=O)(=O)N2CCOCC2)s1)NC1CCCCC1	-22%
Cc1ccc(S(=O)(=O)N2CCOCC2)cc1C(=O)Nc1ccc2c(c1)OCCO2	4%
COc1ccc(C(c2c(NC(=O)c3ccco3)sc(C)c2C)N2CCOCC2)cc1 (stereo not drawn)	4%
O=C(NNC(=O)c1cc(Cl)nc2ccccc12)c1ccccc1F	11%
CCOc1ccccc1C(=O)NC1CC2CCCC(C1)N2Cc1ccc(C)cc1 (stereo not drawn)	1%
CC(=O)c1cccc(NC(=O)c2sc(Cl)nc2C)c1	0%

# Some of the entries so far, with each value named:
O=C1N[C@@H](Cc2ccccc2)C(=O)N2[C@H]1C[C@]1([C@]34C[C@H]5C(=O)N[C@@H](Cc6ccccc6)C(=O)N5[C@H]3N(S(=O)(=O)c3ccccc3)c3ccccc34)c3ccccc3N(S(=O)(=O)c3ccccc3)[C@H]21
  L3MBTL1 block = 1%

Fc1ccc(-[n+]2nc(Nc3ccccc3)sc2-c2c(Cl)cccc2Cl)cc1
  L3MBTL1 block = ?

Cn1c2cc(B(O)O)sc2c2cnn(Cc3c(F)cccc3Cl)c(=O)c21
  L3MBTL1 block = 5%

COc1ccc(C(c2c(NC(=O)c3ccco3)sc(C)c2C)N2CCOCC2)cc1 (stereo not drawn)
  L3MBTL1 block = 4%

# The results go on:
Structure,L3MBTL1 block
O=C(CNS(=O)(=O)c1ccccc1)OCC(=O)c1c[nH]c2ccccc12,2%
Cc1noc(C)c1NC(=O)Nc1cccc2c1O[C@H](CN(C)S(=O)(=O)c1cn(C)cn1)[C@@H](C)CN([C@H](C)CO)C2=O,3%
COc1ccc2[nH]c(CN3CCN(CC=C(C)C)C(CCO)C3)c(C)c2c1 (stereo not drawn),5%[2.29 µM]
CC(=O)c1ccc(NC(=O)C2CCCN2S(=O)(=O)c2cccs2)cc1 (stereo not drawn),3%
O=C(NCCN1CCOCC1)c1cccc2c1C(=O)c1ccc(N3CCCC3)cc1S2(=O)=O,3%
O=C1CCN(Cc2ccccc2)CCN1[C@H](CSc1ccccc1)c1ccccc1,0%
COc1ccc(Cl)cc1N(CC(=O)N1CCCC1)S(C)(=O)=O,-1%
COc1ccc(CNC(=O)C(=O)NCCC2CCCCN2S(=O)(=O)c2cccs2)cc1 (stereo not drawn),1%
CC(OC(=O)Cn1cnc2c1c(=O)n(C)c(=O)n2C)C(=O)Nc1ccc(Cl)cc1 (stereo not drawn),8%
O=C(COC(=O)c1ccc(F)cc1F)NC(=O)Nc1ccc2c(c1)OCCO2,8%
Cc1noc(C)c1COc1ccccc1C(=O)Nc1cccc(S(=O)(=O)N(C)C)c1,12%
CCC(C(=O)Nc1cccc(S(=O)(=O)N(C)c2ccccc2)c1)c1ccccc1 (stereo not drawn),-1%
CC(C)NC(=O)Nc1cccc2c1O[C@H](CN(C)S(C)(=O)=O)[C@@H](C)CN([C@H](C)CO)C2=O,0%
CSc1ccc(CN(C)C(=O)c2cc(S(=O)(=O)NCc3ccccc3)ccc2C)cc1,4%
CCN(CC(=O)Nc1cc(Cl)ccc1C)C(=O)CN1C(=O)NC2(CCCC2)C1=O,-1%
CCC1(c2ccc(F)cc2)NC(=O)N(CC(=O)N2CCN(C(=O)c3cccs3)CC2)C1=O (stereo not drawn),-5%
CCOc1ccc(NC(=O)c2cccc(NC3=NC4CS(=O)(=O)CC4S3)c2)cc1 (stereo not drawn),2%
Cc1cc(OC(=O)c2ccccc2Br)c([N+](=O)[O-])c(=O)[nH]1,11%
Cc1cc(C)c(NC(=O)CNC(=O)COC(=O)C2=COCCO2)c(C)c1,2%
C=CC[C@@H](CC(=O)OC(C)(C)C)C(=O)OC[C@H]1CCCN1C(=O)[C@@H](CC=C)CC(=O)NCCO,2%
N#CCCN(C(=O)COC(=O)c1ccc2c(c1)OCCO2)c1ccccc1,1%
CCOc1ccc(C(=O)NCC(c2ccco2)N2CCOCC2)cc1 (stereo not drawn),3%
CCN(CC(=O)Nc1ccc(NC(C)=O)cc1)CC(=O)Nc1cc(C)on1,-8%
CC(Sc1nc(N)cc(N)n1)C(=O)NCC1CCCO1 (stereo not drawn),4%
Cc1ccc(C(=O)NCc2ccc3c(c2)OCO3)cc1,5%
O=[N+]([O-])c1ccccc1/C=N/n1c(-c2ccccc2)n[nH]c1=S,-6%
CC1CCCC(NC(=O)CN2C(=O)NC(Cc3c[nH]c4ccccc34)C2=O)C1C (stereo not drawn),-2%
COc1ccc(NC(=O)CN(C)C(=O)C2CC(=O)N(c3ccc4c(c3)OCCO4)C2)cc1 (stereo not drawn),3%
COc1ccc(Cl)cc1NC(=O)CN(C)CC(=O)NCc1ccc(F)cc1,6%
Cc1ccc(C)c(N2N=C(C(=O)Nc3cccnc3)CCC2=O)c1,-1%
CC(C(=O)NC1CCCC1)N1CCN(S(=O)(=O)c2ccc(C(C)(C)C)cc2)CC1 (stereo not drawn),-3%
CC(C)=CC(=O)N1CC[C@@H](N2CCN(c3ccccc3F)CC2)[C@H](O)C1,0%
CCOc1ccc(NC(=O)C(C)N2C(=O)c3ccccc3S2(=O)=O)cc1 (stereo not drawn),-7%
Cc1cccc(NS(=O)(=O)c2cccc(C(=O)NCC(c3ccco3)N(C)C)c2)c1 (stereo not drawn),1%
CCN1C(=O)CC(c2ccccc2)CC1=O,-5%
O=C(COC(=O)CSc1ccc([N+](=O)[O-])cc1)NCc1cccs1,-6%
COc1ccc(/C=C2/C(=O)N(c3c(F)c(F)c(F)c(F)c3F)N=C2C)cc1,33%[activator][2.29 µM]
O=C(C[C@H]1C/C=C\CC[C@@H](Cc2ccc(F)cc2)C(=O)O[C@@H](c2ccccc2)CNC1=O)N[C@@H](CO)Cc1ccccc1,10%
O=C1[C@@H](Oc2ccccc2)[C@@H](c2ccccc2)N1c1ccccc1,-9%

# Source: PubChem (National Center for Advancing Translational Sciences (NCATS))
